FXIa inh: blocks human coagulation factor XIa protease activity; AID 798; purified FXIa, Boc-Glu-Ala-Arg-AMC fluorogenic substrate; hit rate 0.14% among 220,000; inhibition, % at 5 µM;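 active = inhibition of at least 40%; inactive = inhibition below 40%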;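 also: fluorescence of freed AMC excited at 355 nm; 0% = enzyme without compound and 100% = no enzyme blank; many of its hits are not listed in these tables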
PGE2 EP2 inh: inhibitors of human EP2 prostaglandin E2 receptor. AID 1422. C6 glioma cells expressing human EP2, cAMP TR-FRET; cells stimulated with saturating PGE2. P43116. hit rate 0.52% among 260,000. inhibition, % at 25 µM;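 active = percent inhibition above 40 after rounding to a whole number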;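 also: rat C6 glioma host cells with rolipram phosphodiesterase inhibitor present; the protocol text gives 20 µM as final concentration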
Target sequence (P43116 whole entry, looked up): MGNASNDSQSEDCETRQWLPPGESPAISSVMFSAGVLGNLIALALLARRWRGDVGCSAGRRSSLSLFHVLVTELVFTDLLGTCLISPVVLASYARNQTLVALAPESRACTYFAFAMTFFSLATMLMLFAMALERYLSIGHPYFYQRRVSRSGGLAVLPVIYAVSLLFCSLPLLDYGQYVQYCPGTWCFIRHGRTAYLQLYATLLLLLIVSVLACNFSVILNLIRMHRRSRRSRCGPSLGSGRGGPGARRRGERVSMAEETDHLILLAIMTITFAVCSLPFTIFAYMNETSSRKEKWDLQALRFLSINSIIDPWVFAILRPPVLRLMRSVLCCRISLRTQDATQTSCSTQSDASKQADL
PPC-1+TRAIL kill: PPC-1 cancer cell killing with TRAIL present; PPC-1 cells + TRAIL, ATPLite viability luminescence; cell killing (% activity), % at 4 µM; hit rate 0.41% among 220,000;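 active = cell killing above 50% in the first pass at 4 µM, then a duplicate retest at 5 µM averaging 50% or more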;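 also: plate controls were cells with TRAIL plus DMSO for no effect and medium-only wells lacking cells for full effect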
CHOP inhibitor: CHOP inhibition in unfolded protein response; CHO-K1 CHOP-promoter luciferase, tunicamycin-induced, 15-18 h; inhibition, % at 10 µM; hit rate 3.8% among 220,000; AID 2732;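 active = compounds that reduced the stress-induced luciferase reporter signal by more than about 70% of percent inhibition, limit read from the data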;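 also: 0% = tunicamycin plus vehicle and 100% = wells without tunicamycin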
TNF necrop inh: inhibitors of TNF-alpha induced necroptosis in Jurkat FADD-/- cells | hit rate 0.068% among 220,000 | activation (protection from cell death), % at 10 µM | AID 463075 | Jurkat FADD-/- TNF necroptosis rescue, ATP luminescence, 24 h; 0 = TNF only, 100 = no-TNF cells;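 active = activation, meaning protection from cell death, of at least 50% relative to plate controls; inactive = activation below 50%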;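 also: necroptosis triggered by 40 ng/mL TNF-alpha added together with compound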
FXIIa inh 1536: factor XIIa (human) inhibition | purified FXIIa, Boc-QGR-AMC fluorogenic substrate, 2 h | inhibition, % at 5 µM | hit rate 0.3% among 220,000 | AID 800; in the data active = inhibition above about 40%;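 also: 0% = enzyme with no compound and 100% = blank without enzyme; many of its hits are not listed in these tables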
Target sequence (P00748 20-372 limits assumed): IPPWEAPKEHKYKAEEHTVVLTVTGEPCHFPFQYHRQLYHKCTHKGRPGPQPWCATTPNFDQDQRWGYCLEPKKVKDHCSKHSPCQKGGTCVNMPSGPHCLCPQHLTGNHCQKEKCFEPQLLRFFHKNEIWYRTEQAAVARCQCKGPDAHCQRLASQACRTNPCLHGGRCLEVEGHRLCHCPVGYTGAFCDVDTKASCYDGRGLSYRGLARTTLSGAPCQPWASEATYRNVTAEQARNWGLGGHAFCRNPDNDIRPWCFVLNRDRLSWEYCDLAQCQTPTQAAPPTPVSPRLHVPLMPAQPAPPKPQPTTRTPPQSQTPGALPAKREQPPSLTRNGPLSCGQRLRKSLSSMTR
Target sequence (P00748 373-615 limits assumed): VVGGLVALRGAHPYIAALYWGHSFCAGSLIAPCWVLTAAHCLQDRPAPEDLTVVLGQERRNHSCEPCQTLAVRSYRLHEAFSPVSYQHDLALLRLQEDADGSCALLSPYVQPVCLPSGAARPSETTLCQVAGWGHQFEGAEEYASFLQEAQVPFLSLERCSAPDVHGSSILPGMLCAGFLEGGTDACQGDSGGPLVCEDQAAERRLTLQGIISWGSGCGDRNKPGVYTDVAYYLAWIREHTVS
Wee1 degr inh: human Wee1 degradation inhibition, primary screen. P30291. HeLa Luc-Wee1K328M stability, luciferase luminescence; 100% = proteasome inhibitor MG132 effect. reporter increase, % at 5 µM. hit rate 1.2% among 220,000. AID 1321;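 active = activation above the mean of all tested compounds plus 3 SD, set per screening run, cut at about 8.8% in these data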;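 also: cells exposed to compound for 20 h before luminescence read; 0% = DMSO alone and 100% = MG132 at 30 µM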
TbHK1 inh: blocks Trypanosoma brucei hexokinase 1 activity | recombinant TbHK1, G6PDH-coupled NADH A340 | inhibition, % at 10 µM | hit rate 0.11% among 220,000;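 active = inhibition of 50% or more in the single-dose primary screen; inactive = inhibition below 50%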
zVAD death inh: blocks zVAD induced death of L929 cells. L929 zVAD necroptosis rescue, ATP luminescence, 24 h; with zVAD 60 µM. AID 1377. hit rate 0.38% among 220,000. viability rescue, % at 10 µM;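 active = activation, scaled between plate controls, above about 75%, limit read from the data; inactive = activation under that limit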;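 also: 0% = zVAD with DMSO and 100% = DMSO alone without zVAD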
* marks the source's active call; other numbers are inactive results; x = no result given; & = joins results of further samples; [ ] = remark or other dose. An excerpt (hit frequency here may not be typical).

SMILES	FXIa inh	PGE2 EP2 inh	PPC-1+TRAIL kill	CHOP inhibitor	TNF necrop inh	FXIIa inh 1536	Wee1 degr inh	TbHK1 inh	zVAD death inh
Cc1cc(C)c2c(c1)NC(=O)C2(O)CC(=O)c1cccs1 (stereo unspecified)	-5	17	-3	68	-0.8	5	-2	-8	0.9
CCOC(=O)C(CCCCOc1cccc(CC)c1)C(=O)OCC	-4	4	18	71*	0.4	1	-2	37	1.5
Cc1sc2ncnc(Oc3ccc(-n4ccnc4)cc3)c2c1C	1	11	6	24	-2.1	4	2	3	-0.6
CC(=O)Nc1cccc(NC(=S)Nc2cccc(Cl)c2Cl)c1	-2	6	-4	29	-0.4	10	-2	-2	3.2
CCOC(=O)c1cc(C)sc1NC(=O)C(c1ccccc1)c1ccccc1	8	7	5	13	-1.1	12	4	-2	x
C=CCn1c(SCC(=O)NNC(=O)Nc2ccc(C)cc2)nnc1-c1ccccc1	0	6	3	0	0.6	4	1	-6	0.9
O=C(O)Cc1sc(-c2ccccc2)nc1-c1ccccc1	5	17	2	-6	-2.7	14	2	-2	0.5
O=C(CN1CCCCCC1)Nc1cccc2c1OCO2	3	18	5	32	-1.8	11	1	4	0.3
CCOc1ccccc1C(=O)N1CCC(n2nnc3cc(C(F)(F)F)ccc32)CC1	-10	0	6	56	0.9	-2	3	0	0.1
COC(=O)CCC(=O)NNC(=O)CCC(=O)Nc1cccc(Cl)c1C	-4	3	12	15	1.6	4	-2	1	0.8
O=[N+]([O-])c1ncn(C23CC4CC(CC(C4)C2)C3)n1	1	10	26	11	1.2	14	-3	-3	-0.2
COc1cc(Cl)c([C@@H]2C[C@H]3CN(c4ccccc4)C(=O)[C@]34CCCN24)cc1OC	-4	3	4	-16	-0.2	8	3	4	-0.9
O=C(CCSc1ccccc1)N1CCN(c2ccccc2F)CC1	-3	3	17	25	0.9	6	1	3	0.6
O=C(COC(=O)c1ccc2c(c1)C(=O)N(Cc1ccncc1)C2=O)Nc1ccccc1[N+](=O)[O-]	12	8	6	-16	0.0	11	1	6	0.8
CC(=O)c1cn(CC(=O)NCc2ccc3c(c2)OCO3)c2ccccc12	1	18	4	37	-1.0	2	-2	-5	0.0
Cc1ccc(-c2nc(Cl)nc3ccccc23)cc1	-1	20	-1	45	-1.1	8	-1	-11	1.2
N#Cc1c(N)nc2c(c1-c1ccc3c(c1)OCO3)CCCCCC2	-2	25	15	86*	-0.3	11	4	-3	0.9
Cc1ccc(NC(=O)CCC(=O)N/N=C/c2ccc([N+](=O)[O-])o2)cc1C	6	7	7	-41	0.3	14	0	-9	0.3
Cc1ccc(-c2c(C)sc3ncn(CC(=O)N4CCOCC4)c(=O)c23)cc1C	-2	2	6	-1	0.5	9	5	-15	-0.8
Cc1cc(C)nc(/N=C2\NC(=O)CC(C(=O)O)N2c2cccc(Cl)c2)n1 (stereo unspecified)	-5	2	9	-21	0.8	3	1	1	0.8
Cc1ccc(C(=O)Nc2ccn(Cc3ccc(F)cc3)n2)o1	-1	9	4	-21	1.7	5	-1	3	0.8
CCCCOc1cccc(-c2nnc(N)s2)c1	5	-2	8	66	-1.7	3	6	4	1.1
Nn1c(SCC(=O)NCCCc2ccccc2)nnc1-c1cccnc1	-5	8	14	17	0.1	2	2	-7	-0.1
COCCNC(=O)CN(C(=O)Cn1nnc2ccccc21)c1cc(C)cc(C)c1	-5	14	2	40	2.2	3	2	-3	9.0
O=C(Nc1ccccc1C(=O)Nc1ccc2c(c1)OCO2)c1cccs1	2	8	17	0	3.6	10	3	-3	0.0

Next part.
SMILES	FXIa inh	PGE2 EP2 inh	PPC-1+TRAIL kill	CHOP inhibitor	TNF necrop inh	FXIIa inh 1536	Wee1 degr inh	TbHK1 inh	zVAD death inh
O=C(CSCc1ccccc1)Nc1cccc(C(=O)Nc2ccc(C(=O)O)cc2)c1	-3	x	14	8	-2.2	-1	-1	-1	1.0
CC1=Nc2ccccc2/C1=C/c1c(N)n2c(S(=O)(=O)CC(C)C)nsc2nc1=O	-1	6	4	-9	-0.3	5	-1	5	-0.8
Cc1cccc(C)c1NC(=O)CNC(=O)c1c(C)nn(C)c1Cl	0	4	-9	1	-0.1	4	2	0	0.9
COc1ccc(CCN2C(=O)CC(C(C)c3ccccc3)C2=O)cc1OC (stereo unspecified)	4	6	5	25	0.9	4	0	2	0.2
COC1C/C(=N\O)C2OC(c3ccccc3)OCC2O1 (stereo unspecified)	-26	10	-18	8	0.8	6	4	-2	0.0
COCCN(C(=O)CSc1nc2ccccc2c(=O)n1CCOC)c1c(N)n(Cc2ccccc2)c(=O)[nH]c1=O	3	6	4	-23	0.9	-4	-3	0	1.1
COC(=O)NNC(=O)C(C)Oc1ccc(Cl)cc1Cl (stereo unspecified)	1	9	20	0	-1.5	11	4	-2	0.7
Cc1ccc(S(=O)(=O)CCC(=O)Nc2nc3c(s2)CCCC3)cc1	-1	1	17	28	-4.3	3	1	4	0.8
COc1cccc(Oc2ccc(C(F)(F)F)cc2N)c1	-3	13	5	54	-2.0	5	-2	-8	0.8
CC1(Br)C2CCCC1C2S(=O)(=O)c1ccccc1 (stereo unspecified)	2	6	0	46	1.6	6	0	-3	1.6
CCn1c(-c2sc(-c3ccccc3)nc2C)n[nH]c1=S	-5	11	6	5	0.4	2	-1	-15	2.7
CN=C1SC(CC(=O)Nc2sc3c(c2C#N)CCCC3)C(=O)N1C (stereo unspecified)	23	16	17	37	-0.7	26	-1	-3	0.0
Cc1ccc(N=Cc2sc(O)c3ccccc23)c(C)c1	1	10	6	-1	-5.7	12	1	5	-0.1
CCOC(=O)c1cnn(-c2ccccc2)c1-n1cccc1C(=O)C(=O)Nc1ccccc1	-1	15	21	32	-1.6	6	0	-10	-0.1
COC(=O)Cn1ncc2c(C)n(Cc3ccccc3)c(C)c2c1=O	3	10	-1	26	0.2	14	-2	-7	-0.1
C=CCNC(=O)c1ccc2c3n(nc2c1)-c1ccccc1CO3	0	11	84*[5 µM]	-33	-8.9	3	x	-24	-0.1
CCOc1ccc(CN2CCNC(=O)C2CC(=O)O)cc1 (stereo unspecified)	2	4	19	1	0.1	10	-2	-11	0.2
CCC(=O)N1CC2(C)CN(C(=O)CC)CC(C)(C1)C2	-2	5&11	11	6	0.5	14	-3	3	2.2
CC(C)CCN1CCN(CCCn2cccn2)CC1CCO (stereo unspecified)	-3	10	3	2	0.5	4	2	-11	0.2
O=C(NCc1ccccn1)c1ccc2c(=O)n(CCc3ccccc3)c(=O)[nH]c2c1	-3	5	8	6	0.9	6	1	-1	0.6
CN(NS(=O)(=O)c1ccc(Br)cc1)c1nc(C(F)(F)F)nc2ccccc12	-4	11	11	28	-0.6	7	-3	-4	0.5
CCN(CC)C(=O)CSc1nc(OC)cc(=O)[nH]1	7	14	5	-12	0.4	13	0	-8	0.6
COCCCNc1nc2nonc2nc1N1CCN(Cc2cccc(C)c2)CC1	-5	2	4	18	-0.5	6	2	-23	-1.3
CN(C)CCNC=C(C(=O)Nc1ccc(Cl)cc1Cl)C(=O)Nc1ccc(Cl)cc1Cl	-1	25	9	99*	-1.5	12	-2	-14	18
COc1ccc(-c2cc(C(=O)Nc3cccc(C(C)=O)c3)no2)cc1	5	3	4	28	0.2	10	1	-14	1.3

With a hit mark in CHOP inhibitor, of those listed so far:
canonical_smiles,FXIa inh,CHOP inhibitor,FXIIa inh 1536,Wee1 degr inh,TbHK1 inh
CCOC(=O)C(CCCCOc1cccc(CC)c1)C(=O)OCC,-4,71*,1,-2,37
N#Cc1c(N)nc2c(c1-c1ccc3c(c1)OCO3)CCCCCC2,-2,86*,11,4,-3
CN(C)CCNC=C(C(=O)Nc1ccc(Cl)cc1Cl)C(=O)Nc1ccc(Cl)cc1Cl,-1,99*,12,-2,-14

Following part:
SMILES	FXIa inh	PGE2 EP2 inh	PPC-1+TRAIL kill	CHOP inhibitor	TNF necrop inh	FXIIa inh 1536	Wee1 degr inh	TbHK1 inh	zVAD death inh
CC1=Nc2ccccc2/C1=C/c1sc(=N)n(-c2nccs2)c1O	10	7	8	-33	-9.9	16	0	-2	0.6
COc1ccc(-c2cccc([C@H]3[C@@H]4C=CCC[C@@]4(C)C(=O)N3Cc3ccccc3)c2)cc1	3	9	4	-20	-1.4	7	x	-16	1.2
Cc1ccc2c(c1)N(CC(=O)O)C(=O)CO2	-3	6	9	-20	-0.5	-2	1	3	0.0
O=C(c1nc2ccccn2c1CNCCCn1cccn1)N1CCCC1	2	6	-3	9	0.1	10	1	-12	-0.5
COC(=O)c1sccc1NC(=O)CSc1ccccc1NS(=O)(=O)c1ccccc1Cl	3	11	6	-3	-2.9	9	0	12	-0.1
COc1ccc(-c2nnc(SCC(=O)NCc3ccco3)n2C)cc1	-8	4&10	0	17	-1.7	6	-2	-3	0.3
CCC(CC)NC(=O)c1ccc2nc[nH]c2c1	-6	10	-15	66	1.0	11	-1	-6	-0.6
O=C(COC(=O)CC1CC2CCC1C2)Nc1cc([N+](=O)[O-])ccc1F (stereo unspecified)	0	5	18	53	0.3	9	1	5	1.1
N#C/C(=C/c1ccc(Cl)cc1)NC(=O)c1ccccc1	4	11	9	-13	0.5	3	4	-5	2.0
COc1cccc(CN2C[C@]34C=C[C@@H](C[C@@H]3S2(=O)=O)O4)c1	2	-6	3	-21	1.9	6	x	-6	1.5
CCN1CCN(C(=O)C2CCN(Cc3nc(-c4cccc(Cl)c4)oc3C)CC2)CC1	2	4	22	7	-0.9	8	-2	-13	22
COc1ccc(NC(=O)COC(=O)c2c3c(nc4ccccc24)CCCC3)cc1Cl	-5	26	31	65	-2.6	-13	6	-17	-0.2
Cc1cc(OCc2ccccc2)ccc1/C(O)=C1/C(=O)C(=O)N(Cc2cccnc2)C1c1ccncc1 (stereo unspecified)	9	18	-8	12	3.5	12	8	-44	1.5
COc1ccc(/C(O)=C2/C(=O)C(=O)N(c3ncccn3)C2c2ccc(F)cc2)cc1 (stereo unspecified)	-3	19	5	15	2.6	4	-2	-35	0.7
Nc1nc(CSc2nc3ccccc3s2)nc(N2CCCCC2)n1	2	16	10	57	-1.4	8	-2	2	0.8
COC(=O)c1scc(C#N)c1N/N=C(\C#N)S(=O)(=O)c1ccc(Cl)cc1	3	8	-4	18	-4.3	9	4	-26	-0.1
c1ccc(-c2nnc3n2N=C(c2ccc4c(c2)OCO4)CS3)nc1	5	7	-5	26	-2.9	22	-1	-8	0.2
O=C(NCc1ccc(Cl)cc1Cl)C(=O)N1CCCCC1	-6	9	8	0	0.7	4	-2	-6	-0.2
Cc1cccc(NC(=O)c2ccc(N3CCOCC3)c([N+](=O)[O-])c2)n1	-9	5	12	-16	-1.6	-7	0	-4	4.8
COc1ccc(C(=O)NCCSc2ccc(C)cc2)cc1	3	8	4	18	1.4	9	2	-1	1.0
CCC(Sc1nc2c(cnn2-c2ccccc2)c(=O)[nH]1)C(=O)OC (stereo unspecified)	-1	8	28	51	-1.3	12	0	0	0.5
O=S1CC/C(=N\O)c2ccccc21 (stereo unspecified)	2	4	6	-5	-1.6	7	-1	2	1.1
COc1ccc(NC(=O)Cn2c(=O)n(-c3ccccc3)c(=O)c3sccc32)c(OC)c1	-10	10	-19	10	1.1	3	-3	-5	1.2
CCN(CC)C(=O)CSc1ncnc2c(-c3cccs3)nsc12	3	10	4[5 µM]	6	-5.3	7	-1	-3	0.4
CCC(=O)NCCc1nc2ccccc2[nH]1	-3	-6	8	30	1.4	7	1	2	1.2
O=C(O)CNS(=O)(=O)c1ccc(Br)s1	-2	10	26	-15	-1.3	0	1	1	-1.6
O=C(CCCO)N/N=C/c1cc(Br)ccc1O	6	7	18	21	0.4	6	-1	-14	0.0
Cc1ccc(CNc2nc(N)c([N+](=O)[O-])c(Nc3ccc(F)cc3)n2)cc1	-2	6	-2	8	-0.7	12	-2	-23	0.3
